Bioassay records (PubChem BioAssay)
HepG2 tox – qHTS for Inhibitors of TGF-b: Cytotox Counterscreen; AID 588856, 2011; Potency, µM (top dose mostly 46.1 µM), for the others: at the highest dose activity change, negative = cytotoxicity, actives largely listed as cytotoxic; HepG2 CAGA-GFP viability, ATP luminescence, 18 h; hit rate 0.76% among 410,000; further: potency means the concentration at half of the fitted maximal effect; some results filed as inactive show a strong effect at the top dose
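HepG2 CAGA-GFP cells (1000/well, DMEM with 1% FBS) received compound, then TGF-beta at 500 pg/mL final, and were incubated 18 hours at 37 degrees C. Viability was read by CellTiter-Glo luminescence. Media-only wells were set as complete cell-killing and DMSO as no toxicity.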
ATXN2 expr inh – Primary qHTS for Inhibitors of ATXN expression | HEK-293 ATXN2-luciferase reporter, luminescence, 24 h | Potency, µM (top dose mostly 57 µM), for inactives: top-dose activity change, negative = inhibition, actives largely listed as inhibitors | hit rate 0.72% among 360,000 | AID 1745845, 2022; further: potency means the concentration at half of the fitted maximal effect; on the % scale 0 is the no-effect control and ±100 the full control effect; nearly all actives have a fitted effect of over 55% in size
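ATXN2-luciferase reporter cells (luciferase flanked by upstream and downstream ATXN2 gene portions) were treated 24 h at 37 °C with compounds at up to 57 uM. SteadyGlo luminescence gave expression; GF-AFC fluorescence gave viability.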
EPAC2 agonist – qHTS for Agonist of cAMP-regulated guanine nucleotide exchange factor 4 (EPAC2): primary screen. Potency, µM (titrated, usually from 154 µM), for inactives: top-dose activation, most hits filed as activators. Rap guanine nucleotide exchange factor 4 (Homo sapiens), Q8WZA2. AID 720711, 2013. EPAC2 activation, biochemical qHTS; response scale: 100% = 6.5 mM cAMP response. hit rate 0.079% among 360,000; further: potency means the concentration at half of the fitted maximal effect; nearly all actives have a fitted effect of over 50% in size
Target sequence (Q8WZA2 whole entry, looked up): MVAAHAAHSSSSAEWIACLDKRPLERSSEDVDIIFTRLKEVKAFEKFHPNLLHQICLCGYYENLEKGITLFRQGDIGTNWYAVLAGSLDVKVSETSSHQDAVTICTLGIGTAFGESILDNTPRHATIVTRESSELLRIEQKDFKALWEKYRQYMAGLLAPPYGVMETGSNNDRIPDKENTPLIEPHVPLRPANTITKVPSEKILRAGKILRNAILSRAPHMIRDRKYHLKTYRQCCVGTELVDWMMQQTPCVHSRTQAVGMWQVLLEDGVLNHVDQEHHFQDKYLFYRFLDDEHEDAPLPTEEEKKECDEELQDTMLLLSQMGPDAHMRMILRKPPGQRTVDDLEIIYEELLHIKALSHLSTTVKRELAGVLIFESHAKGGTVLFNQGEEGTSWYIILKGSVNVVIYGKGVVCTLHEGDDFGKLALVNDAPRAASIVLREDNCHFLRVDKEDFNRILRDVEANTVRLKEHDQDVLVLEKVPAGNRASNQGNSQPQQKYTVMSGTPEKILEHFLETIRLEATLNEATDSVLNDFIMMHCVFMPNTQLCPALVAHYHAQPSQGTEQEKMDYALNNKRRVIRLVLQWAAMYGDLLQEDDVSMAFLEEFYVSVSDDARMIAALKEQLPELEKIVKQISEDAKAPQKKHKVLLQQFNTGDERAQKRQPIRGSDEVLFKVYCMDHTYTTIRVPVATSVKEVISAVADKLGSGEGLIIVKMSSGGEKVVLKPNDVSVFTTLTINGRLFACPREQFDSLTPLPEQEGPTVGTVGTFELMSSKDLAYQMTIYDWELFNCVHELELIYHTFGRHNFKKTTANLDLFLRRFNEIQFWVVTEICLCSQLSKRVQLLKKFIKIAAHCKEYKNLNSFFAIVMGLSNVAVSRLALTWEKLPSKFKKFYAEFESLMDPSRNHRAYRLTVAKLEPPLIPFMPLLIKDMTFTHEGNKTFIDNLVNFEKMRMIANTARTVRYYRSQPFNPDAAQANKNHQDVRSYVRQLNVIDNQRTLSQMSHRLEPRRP
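In this primary screen, activation is scored as increased exchange of BODIPY-GDP from Rap1B by 100 nM EPAC2, with 50 uM GDP as competitor. Signal is normalized to the 6.5 mM cAMP agonist control.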
TGFb inhibitor – qHTS for Inhibitors of TGF-b; HepG2 CAGA-GFP TGF-b/SMAD3 reporter, GFP fluorescence, 18 h; TGF-beta stimulated, 500 pg/mL final; Potency, µM (titrated, usually from 46.1 µM), without a hit: top-dose activity, negative = inhibition, usual class: inhibitors; hit rate 1.2% among 410,000; further: potency means the concentration at half of the fitted maximal effect; on the % scale 0 is the no-effect control and ±100 the full control effect; nearly all actives have a fitted effect of over 65% in size
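Per well, imaged GFP fluorescence of HEPG2 CAGA-GFP cells gives the signal; cells get compound, then TGF-beta (500 pg/mL final), 18 h at 37 degrees C; %Activity versus -TGF-beta and +DMSO controls.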
ATXN viability – Viability Counterscreen for Primary qHTS for Inhibitors of ATXN expression | hit rate 0.49% among 400,000 | AID 651635, 2014 | Potency, µM (titrated, usually from 56.7 µM), actives largely listed as cytotoxic | S2 cells (HEK-293 line with an ATXN2-luciferase reporter) viability, CellTiter-Fluor protease fluorescence, 24 h; further: potency means the concentration at half of the fitted maximal effect; nearly all actives have a fitted effect of over 40% in size
Nrf2 ARE act – qHTS of Nrf2 Activators. AREc32 ARE-luciferase reporter (MCF7-derived line), luminescence, 24 h. Potency, µM (highest dose often 46.1 µM), without a hit: at the top dose activation, usual class: activators. hit rate 0.31% among 410,000. AID 624171, 2012; further: potency means the concentration at half of the fitted maximal effect; % of control where 0% means no effect; nearly all actives have a fitted effect of over 65% in size
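Each well held 1000 AREc32 cells, which were incubated with compound for 24 hr at 37 deg C after overnight attachment, and ARE reporter activity was quantified by firefly luciferase luminescence.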
IL-2 act – qHTS of IL-2 Activators | IL-2 activation reporter assay, cell-based qHTS; stimulated with anti-CD3/CD4/CD28 beads; in transgenic mouse T cells | activation, % (series mostly up to about 46 µM) | hit rate 0.065% among 360,000 | AID 652025, 2013; in the data active means activation above about 50%; inconclusive means mostly about 30% to 49%; further: 0% is about no effect
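Quantitative HTS in unstimulated transgenic mouse T cells, with memory T cells as non-tolerant control and PMA/ionomycin as tolerance-bypass control. Compound pretreatment lasted 60 minutes before 18 h bead stimulation; EGFP/DsRed fluorescence read.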
Nrf2 block – Nrf2 qHTS screen for inhibitors; A549 ARE-Fluc reporter, luciferase luminescence, 18-24 h; Potency, µM (series often up to 46 µM), without a hit: at the highest dose activity change, negative = inhibition, hits mostly inhibitors; hit rate 2.1% among 360,000; AID 504444, 2011; further: potency means the concentration at half of the fitted maximal effect; on the % scale 0 is the no-effect control and ±100 the full control effect; nearly all actives have a fitted effect of over 60% in size
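Nrf2 activity is the BugLite luminescence, read 15 min after reagent at room temperature, following CellTiter-Fluor cytotoxicity readout (30 min, 37C). Compound titrations were applied for 18-24 h to 5000 A549 ARE_Fluc cells/well in 5% FBS OPTI-MEM.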
A549 viability – Nrf2 qHTS screen for inhibitors: counterscreen for cytotoxicity; A549 ARE-Fluc cells, CellTiter-Fluor viability, 18-24 h; Potency, µM (doses to about 46 µM), without a hit: at the top dose activity change, negative = cytotoxicity, usual class: inhibitors; hit rate 0.16% among 390,000; further: potency means the concentration at half of the fitted maximal effect; on the % scale 0 is the no-effect control and ±100 the full control effect
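A549 ARE_Fluc cells in 5% FBS OPTI-MEM were exposed to compounds in concentration-response for 18-24 h at 37 deg C. Viability was read by CellTiter-Fluor fluorescence (Ex 405/Em 525) after 30 min, before the luciferase read.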
* hit, by the source's call; i = inactive; ? = inconclusive; . = not tested or not shown; [ ] = remark or other dose. Unless noted, the call rests on the fitted dose curve; in most records, active means well fitted curve in the direction sought with a large enough effect; inconclusive means small, poorly fitted or top-dose-only effect, or another doubt; inactive means no such curve, though single readings can be large; an effect the other way counts as inactive or inconclusive.

SMILES	HepG2 tox	ATXN2 expr inh	EPAC2 agonist	TGFb inhibitor	ATXN viability	Nrf2 ARE act	IL-2 act	Nrf2 block	A549 viability
N#C/C(=C\c1cc([N+](=O)[O-])ccc1Cl)C(N)=O	1%	-17%	9%	6%	i	17%	0.3	1%	3%
CCOc1ccccc1NC(=O)CSc1nc(=O)[nH]c2c1CCCC2	-21%	.	.	4%	.	0.1%	.	.	-6%
COc1ccc(CNc2ncc(-c3ccc(Br)cc3)n2C)cc1OC	-25%	-8%	10%	?	i	-1.0%	-0.7	-17%	-1%
Cc1ccc(-n2ncc3c(N4CCC(C)CC4)ncnc32)cc1C	-20%	59%[activator]	.	-22%	i	0.1%	.	.	-2%
N#Cc1cnc(SCC(=O)c2ccccc2)nc1N	-4%	31%	9%	-9%	i	3.2%	-1.1	?	3%
O=C(COC(=O)c1cc(=O)c2ccccc2o1)Nc1cc(Cl)ccc1Cl	-8%	6%	-6%	1%	i	-0.4%	1.5	6%	2%
CN1CCc2nc3ccccc3c(C(=O)OCC(=O)N(CCC#N)c3ccccc3)c2C1	1%	-18%	-2%	8%	i	0.1%	-4.1	-6%	0%
COC(=O)[C@H](Cc1c[nH]c2ccccc12)NC(=O)NCc1ccccc1	1%	17%	-1%	0%	i	0.1%	0.9	0%	2%
Fc1cc2ncn(Cc3ccccc3)c2cc1F	-1%	-4%	-4%	0%	?	-1.1%	-0.4	-1%	-2%
CC1=NN(CCc2ccccn2)C(=O)CC1	-3%	9%	6%	-3%	i	-0.7%	-0.3	1%	-5%
OCCN(CCO)c1ncnc2c1sc1nc(N3CCOCC3)c3c(c12)CCCC3	-13%	-3%	10%	-11%	i	0.6%	-1.5	?	.
O=S(=O)(CCN(CCS(=O)(=O)C(F)(F)F)CC1CCCO1)C(F)(F)F (centres undefined)	-16%	?	-10%	-8%	?	0.2%	-1.7	4%	0%
CC(OC(=O)c1ccc(O)cc1)C(=O)Nc1nc(-c2ccccc2)cs1 (centres undefined)	-32%	-7%	16%	?	i	0.0%	7.8	1%	-4%
Cc1nc2scc(C)n2c(=O)c1S(=O)(=O)N1CCN(c2ccc([N+](=O)[O-])cc2)CC1	-10%	0%	-7%	8%	i	0.4%	0.1	3%	0%
CCOc1ccccc1NC(=O)C(OC(=O)c1ccc(NC(=O)CC#N)cc1)c1ccccc1 (centres undefined)	0%	-5%	3%	-8%	i	0.7%	-0.7	2%	10%
CC(NCCN(C)C)C(=O)C12CC3CC(CC(C3)C1)C2 (centres undefined)	2%	.	8%	-6%	i	-0.7%	-0.1	9%	-3%
Cc1ccc(-c2csc3ncnc(N4CCN(C(=O)c5ccccc5)CC4)c23)cc1	-37%	-34%	-6%	?	i	4.8%	0.1	?	-14%
CCOC(=O)c1cn(CC)c2cc(N3CCSCC3)c(F)cc2c1=O	-10%	-12%	3%	-17%	i	-0.7%	-2.1	0%	9%
O=C(N/N=C/c1ccoc1)c1ccc(Cl)cc1Cl	6%	17%	-2%	2%	i	3.6%	-1.4	15%	1%
Cn1cc(CCC(=O)NCc2ccc3c(c2)OCO3)c2ccccc21	3%	0%	-7%	-22%	i	0.4%	3.7	11%	-4%
C=CCc1ccc(OCCOc2ccc(/C=N/n3cnnc3)cc2OCC)c(OC)c1	-13%	0%	-6%	?	i	0.2%	-2.8	23%	-4%
CC1=C(O)C(=O)C(c2c(C)cc(C)c(Br)c2C)=C(O)C1=O	-22%	.	-11%	-1%	i	3.3%	0.6	.	.
COc1cc(/C=C2/NC(=O)NC2=O)ccc1OCC(=O)Nc1ccc(F)cc1	-88%	-7%	-1%	8%	i	-0.1%	-0.9	8%	0%
CN(C)Cc1ccc(-c2nc3cccc4c3n2CCNC4=O)cc1	-6%	?	1%	?	i	-4.9%	1.4	?	-16%
C(=C\c1ccccc1)/C=N/Nc1ccc2nncn2n1	-29%	.	6%	-7%	i	?	0.4	5%	-1%
O=c1c2c(-c3ccccc3)csc2ncn1/N=C/c1ccc(O)c([N+](=O)[O-])c1	1%	.	5%	1%	?	2.9%	1.7	?	-19%
CC(=O)c1cccc(N(C(=O)Cn2nnc3ccccc32)C(C(=O)NCc2ccccc2)c2ccc(F)cc2)c1 (centres undefined)	-10%	.	.	?	.	2.9%	.	-9%	-1%
CCCCc1nnc(SCC(=O)NC2CCCCC2)n1C	0%	5%	13%	0%	i	0.1%	-4.0	3%	8%
COc1cccc(/C=N/NC(=O)CCc2c(C)n[nH]c2C)c1O	-33%	-17%	-5%	?	i	0.1%	-1.3	3%	-3%
COc1ccc(CNC(=O)C(c2ccncc2)N(C(=O)Cc2cccs2)c2ccccc2C)cc1 (centres undefined)	1%	-3%	13%	-32%	i	0.2%	0.4	?	-6%
COc1ccc([C@H]2C[C@@H](O)[C@H](n3cc(C4CC4)nn3)CN2C(=O)c2cccs2)cc1	-27%	8%	3%	3%	i	-0.3%	-0.7	.	.
COc1cccc(-n2c(SCC(=O)Nc3nccs3)nnc2-c2ccoc2C)c1	-26%	-15%	-6%	2%	i	-0.4%	-3.1	-5%	1%
CC[C@]12c3[nH]c4ccc(OC)cc4c3CCN1C(=O)C(CC(=O)NC/C=C(\C)CCC=C(C)C)C[C@@H]2C(=O)N1CCN(C(=O)c2ccco2)CC1 (some centres undefined)	-4%	?	6%	?	?	-1.3%	-0.7	?	-24%
CS(=O)(=O)N1CCN(C/C=C/c2ccccc2)CC1	-19%	20%	1%	-15%	i	-0.4%	-1.9	?	-4%
CCOC(=O)c1ccc2c(c1)nc(-c1ccccn1)n2CC	-2%	141%[activator]	-9%	7%	i	7.1%	0.0	?	2%
Clc1cccc(-c2ccnc3nc(-n4cccc4)nn23)c1	-13%	-16%	1%	-4%	i	?	-1.6	.	14%
O=C(c1ccc2c(c1)N(Cc1ccc(F)cc1)C(=O)c1ccccc1S2(=O)=O)N1CCCC1	-25%	-25%	.	0%	i	-0.8%	.	-16%	-18%
OCC1(Cc2ccccc2)CCN(Cc2ccccn2)CC1	-36%	3%	6%	-21%	i	0.3%	1.9	-4%	-3%
CCc1ccccc1Nc1nc(N)nc(COC(=O)CCS(=O)(=O)c2ccccc2)n1	-2%	7%	10%	-12%	i	2.7%	-5.7	2%	-7%
COc1ccc(Cn2cccc(NC(=O)Nc3cccc(C#N)c3)c2=O)cc1	-20%	-20%	10%	-9%	i	2.8%	-1.6	5.2µM*	-10%
CC1(C)CC(=O)C2=C(C1)c1c(ccc3ccccc13)NC2c1ccco1 (centres undefined)	-39%	25%	-10%	?	i	27%	-0.6	?	-9%[1.84 µM]
Cc1ccc(NC(=O)c2ccc(NCCN)c([N+](=O)[O-])c2)cc1	-27%	15%	-2%	3%	i	4.8%	0.3	1%	-1%
C=Cc1ccc(Cn2c(C)c(C(=O)NCc3cccc(C(F)(F)F)c3)sc2=O)cc1	0%	-9%	-10%	-29%	i	4.3%	-0.9	.	.
CN(c1ccc(C(=O)Nc2ccccc2C(F)(F)F)cc1)S(C)(=O)=O	0%	-12%	14%	4%	i	-0.1%	-0.3	.	9%
Fc1ccccc1NC(=S)N1CCOCC1	9%	.	-1%	5%	i	0.1%	3.2	4%	-2%
O=C(CN(Cc1ccccc1)C(=O)CNS(=O)(=O)c1ccccc1)NCc1ccco1	-27%	-8%	2%	-3%	i	0.2%	1.0	8%	-7%
O=C(CCNS(=O)(=O)c1ccc(OC(F)(F)F)cc1)NC1CC1	5%	-2%	3%	9%	i	-0.5%	0.6	-18%	-4%
COc1ccc(-c2csc(Nc3cccnc3)n2)cc1	-15%	18%	6%	8%	i	6.5%	0.9	?	-1%
COc1ccc(NC(=O)c2c(NC(=O)CNCc3ccco3)sc3c2CCC3)c(OC)c1	1%	2%	13%	-8%	i	-0.9%	-0.1	?	-15%
CCn1cc(C(c2ccccc2)C(C(C)=O)[N+](=O)[O-])c2ccccc21 (centres undefined)	6%	-2%	24%	-1%	i	0.2%	-3.5	-16%	-16%
Cn1cc([N+](=O)[O-])c(C(=O)N2CCN(Cc3ccc4c(c3)OCO4)CC2)n1	14%	-6%	9%	3%	i	-0.7%	-2.3	-10%	2%
COc1ccc(OC)c(NC(=O)CCCN2C(=S)NC(C)(C)CC2C)c1 (centres undefined)	0%	-2%	-4%	9%	i	-0.8%	0.8	3%	1%
CCCCC(=O)Nc1ccc2c(c1)nc(CCN1CCOCC1)n2C	-2%	10%	-6%	-43%	i	8.8%	-2.9	14%	-2%
O=C1NC[C@H](CC2CCCCC2)N(CCC23CC4CC(CC(C4)C2)C3)C1=O	.	-2%	4%	.	i	-0.3%	-0.3	.	.

Random excerpt: 2 entries already listed
SMILES	HepG2 tox	ATXN2 expr inh	EPAC2 agonist	TGFb inhibitor	ATXN viability	Nrf2 ARE act	IL-2 act	Nrf2 block	A549 viability
CCOC(=O)c1cn(CC)c2cc(N3CCSCC3)c(F)cc2c1=O	-10%	-12%	3%	-17%	i	-0.7%	-2.1	0%	9%
OCC1(Cc2ccccc2)CCN(Cc2ccccn2)CC1	-36%	3%	6%	-21%	i	0.3%	1.9	-4%	-3%

Some entries already given, reduced to TGFb inhibitor, A549 viability and EPAC2 agonist.
| canonical_smiles | TGFb inhibitor | A549 viability | EPAC2 agonist |
| --- | --- | --- | --- |
| Cc1ccc(NC(=O)c2ccc(NCCN)c([N+](=O)[O-])c2)cc1 | 3% | -1% | -2% |
| C=Cc1ccc(Cn2c(C)c(C(=O)NCc3cccc(C(F)(F)F)c3)sc2=O)cc1 | -29% | . | -10% |
| CN(c1ccc(C(=O)Nc2ccccc2C(F)(F)F)cc1)S(C)(=O)=O | 4% | 9% | 14% |
| Fc1ccccc1NC(=S)N1CCOCC1 | 5% | -2% | -1% |
